Compound activity (PubChem BioAssay)
Mdm2 MdmX PPI = human Mdm2/MdmX binding inhibition; O15151+Q00987; inhibition, % at 8 µM; SaOS-2 split-luciferase Mdm2/MdmX complementation, luminescence; AID 485346; 3% of 330,000 active;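 active = inhibition of at least 50% at 8 µM in the primary screen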
UPR CHOP act = apoptotic UPR (CHOP) activation; AID 449763; CHO-CHOP luciferase reporter, luminescence; percent of tunicamycin response over DMSO baseline; 0.34% of 330,000 active; activation, % at 10 µM;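 active = at 10 µM dose, activation of 40% or more, normalized to positive control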;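 note: 100% = tunicamycin at 10 µg/mL and 0% = DMSO alone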
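Assay system: CHO cells with stable CHOP pathway luciferase reporter; Buffer or medium: F12 plus 10% serum; Times: 16-18 h cell attachment, then 6 h compound exposure, 37 °C; Signal: luciferase luminescence; Read-out basis: percent activation relative to tunicamycin control; Control set: tunicamycin high control, DMSO low control.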
tim10-1 inh = inhibits growth of tim10-1 mutant yeast; S. cerevisiae tim10-1 ts strain growth, BacTiter-Glo, 24 h; 2.2% of 330,000 active; inhibition, % at 20 µM;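 active = inhibition of at least 40%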;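 note: mutant grown at 25 °C; 0% = DMSO wells with yeast and 100% = wells holding no yeast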
tim23-1 inh = inhibits growth of tim23-1 mutant yeast; 1.3% of 330,000 active; AID 463212; S. cerevisiae tim23-1 growth, BacTiter-Glo luminescence, 24 h; inhibition, % at 20 µM;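 active = growth inhibition of the mutant yeast at or above 50%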;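 note: temperature-sensitive mutant grown at 25 °C; plate controls were DMSO-treated mutant yeast for no effect and medium wells lacking yeast for full effect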
NALP3 yeast inh = blocks the NALP3 inflammasome reconstituted in yeast. Yeast reconstituted NLRP3/ASC/caspase-1, beta-gal luminescence, 24 h. inhibition, % at 10 µM. 0.39% of 330,000 active. AID 2825;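 active = inhibition of 50% or more; inactive = inhibition below 50%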;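 note: plate controls were induced DMSO wells for no effect and uninduced yeast grown without galactose for full effect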
XBP1 UPR activ = activators of adaptive arm of unfolded protein response (XBP1); activation, % at 20 µM; 0.33% of 330,000 active; CHO-XBP1 luciferase reporter, IRE1-XBP1 UPR activation, luminescence; percent of tunicamycin response, DMSO as zero;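 active = versus positive control, 20 µM dose yields 30% or more activation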;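 note: 100% = tunicamycin at 10 µg/mL and 0% = DMSO only wells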
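Material: CHO-XBP1 cells stably carrying IRE1-XBP1-driven luciferase reporter / Amount: 1000 cells per well / Compound: 20 µM, 1% DMSO / Times: 6 h treatment, 37 °C / Detection: luciferase luminescence / Measure: % activation of reporter signal versus tunicamycin and DMSO controls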
APJ ag = APJ receptor agonism; P35414; CHO-K1 APJ PathHunter beta-arrestin, luminescence; 0% DMSO wells, 100% apelin; activation, % at 20 µM; 0.11% of 330,000 active; AID 2520;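 active = activation more than six SD over the plate average, tested at 20 µM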;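 note: 0% = DMSO alone and 100% = apelin-13 at 10 nM; some results filed as inactive read as strong as hits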
Target sequence (P35414 whole entry, looked up): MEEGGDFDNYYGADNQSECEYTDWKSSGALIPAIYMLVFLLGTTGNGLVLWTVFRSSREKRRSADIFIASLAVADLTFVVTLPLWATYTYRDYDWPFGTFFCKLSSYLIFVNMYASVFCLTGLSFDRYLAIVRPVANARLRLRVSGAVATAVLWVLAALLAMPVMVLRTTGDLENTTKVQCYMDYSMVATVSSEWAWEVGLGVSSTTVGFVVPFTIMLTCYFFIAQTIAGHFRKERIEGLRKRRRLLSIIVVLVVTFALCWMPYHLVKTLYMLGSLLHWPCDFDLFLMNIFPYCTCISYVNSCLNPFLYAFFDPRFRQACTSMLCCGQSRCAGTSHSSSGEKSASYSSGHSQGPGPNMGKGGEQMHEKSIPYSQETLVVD
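Incubation: overnight seeding, 90 min compound at 25 °C, 1 h detection; test system: PathHunter CHO-K1 APJ (AGTRL-1) beta-arrestin reporter cells; amount: 1000 cells/well; doses: one dose, 20 µM compound, 1% DMSO; measured by: beta-gal luminescence; measure: agonist-driven arrestin binding to APJ; benchmarks: negative DMSO alone, positive Apelin-13 at 10 nM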
GRIN3A LBD mod = modulates the human NR3A ligand-binding domain; Tm shift relative to glycine control, % at 25 µM; 2.5% of 340,000 active; AID 1259313; NR3A LBD differential scanning fluorimetry, Tm shift; 0% = protein alone, 100% = glycine-bound protein;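 active = melting temperature shift of at least 10% of the positive control shift, at one fixed dose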
TIM10 inh = growth inhibitors of TIM10 yeast strain | S. cerevisiae TIM10 strain growth, BacTiter-Glo luminescence, 24 h | inhibition, % at 10 µM | 1.4% of 330,000 active | AID 463195;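 active = inhibition of 40% or more at the single tested concentration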;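 note: wild-type TIM10 isogenic control strain grown at permissive 25 °C; 0% = DMSO yeast wells and 100% = minimal medium wells without yeast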
* = called active by the depositor; nt = not tested or not shown. Outcome played no part in choosing rows; 8.2% or so of the library scored in one or more.

SMILES	Mdm2 MdmX PPI	UPR CHOP act	tim10-1 inh	tim23-1 inh	NALP3 yeast inh	XBP1 UPR activ	APJ ag	GRIN3A LBD mod	TIM10 inh
CC(=O)c1ccc(S(=O)(=O)N(CC(=O)NC2CC2)Cc2ccc(F)cc2)cc1	18.4	6.8	4.0	0.1	9.7	-0.1	-3.0	-0.4	3.1
CCOc1cc(N2CCOCC2)c(OCC)cc1NC(=O)c1ccc(NC(C)=O)cc1	-10.6	-1.3	17.9	21.0	0.1	2.8	2.5	-2.1	3.1
COCCN1Cc2cccc(C(=O)NCCc3ccccc3)c2C1=O	1.2	2.6	26.8	19.9	10.6	1.0	-1.3	2.1	-6.2
COc1cc(O)c(C(CC(=O)N2CCCC2)c2ccc(N(C)C)cc2)c(OC)c1 (centres undefined)	14.7	0.9	6.2	17.4	13.6	2.3	-1.9	0.2	-3.1
O=C(NCCOc1ccccc1F)C1CC(=O)N(c2ccc3c(c2)OCCO3)C1 (centres undefined)	1.4	-3.5	-11.6	2.6	8.7	-4.3	-1.5	0.3	6.6
Cc1ccc(NC(=S)N2CCC(N(C)CC3CCCO3)CC2)cc1 (centres undefined)	6.2	-2.5	2.8	-3.1	-2.1	-1.3	-0.6	-0.4	-10.6
Cc1cc(C)c(N=Cc2c(O)n(-c3nccs3)c(=O)c3ccccc23)c(C)c1	31.3	2.3	40.8*	42.3	28.4	-1.3	-3.0	-1.9	36.3
CC(=O)c1cccc(NC(=O)Nc2csc3c2CCCC3)c1	-2.3	0.6	-4.0	10.6	15.5	-4.6	-1.2	1.2	6.7
CCCOc1ccc(C(=O)NCC(c2ccco2)N(C)C)cc1 (centres undefined)	20.7	0.3	-5.5	-1.1	3.7	-2.9	-2.4	-1.0	8.6
Clc1ccc(OCCCn2ccnc2)c(Br)c1	7.6	1.4	-61.1	-41.3	25.5	3.9	0.9	-1.6	-3.1
CCN(CC)CCNC(=O)CSc1c2c(nc3cc(Cl)ccc13)CCCC2	-8.1	2.6	23.1	9.2	3.1	-2.1	-1.4	-1.8	10.0
CC(=O)N/C(=C/c1ccc2c(c1)OCO2)C(=O)N1CCOCC1	14.0	-1.0	-5.4	9.3	4.3	-0.2	-4.1	0.7	-3.0
Cc1ccc(SCc2nc3ccccc3n2CC(=O)Nc2ccc(Cl)cc2)cc1	31.6	-0.6	31.3	13.3	18.0	2.5	-5.1	-1.0	21.7
CCCc1nnc(NC(=O)CCC(=O)NCc2ccc(Cl)cc2Cl)s1	11.5	-1.5	1.6	-5.4	5.5	-3.7	-3.4	0.9	0.3
CC(=O)N1CCOc2ccc(S(=O)(=O)N3CCC(C(=O)NCc4ccc(F)cc4)CC3)cc21	0.7	9.9	-1.0	17.2	11.0	-9.1	2.7	-0.5	-1.5
CCOC(=O)C(C)Sc1nc2c(c(=O)[nH]c(=O)n2C)n1CCc1ccccc1 (centres undefined)	2.3	-1.6	15.7	2.8	13.5	-0.2	1.9	-12.7	8.5
CCSc1nnc(NC(=O)CSc2nc3c(c(=O)n2C)SC(C)C3)s1 (centres undefined)	29.6	2.7	9.5	14.3	11.1	-3.2	-3.5	3.0	5.8
Brc1ccc(-c2csc(N3CCCCCC3)n2)cc1	-46.2	3.5	2.7	12.2	3.8	2.5	2.2	0.1	3.1
NC(=O)c1ccc(/C=N/O)nc1	6.7	-2.0	-7.0	-0.1	-0.7	-3.3	-2.0	-0.7	-4.9
COc1ccc(CCNC(=O)C/C(C)=N/NC(=O)Cc2cccc3ccccc23)cc1OC	-18.4	-0.1	-2.8	20.4	7.1	-0.7	2.4	1.5	12.6
Cc1cc(C)cc(N(CC(=O)Nc2cccc(C)n2)S(=O)(=O)c2c(C)noc2C)c1	9.6	0.3	22.4	20.7	-7.8	-2.3	-4.9	-6.4	7.6
O=C(Oc1ccc2ccc(O)cc2c1)C1CCCCC1	2.0	0.7	32.5	43.9	-6.1	1.1	-1.1	-8.5	24.4
Cc1ccccc1N1CCN(CC(=O)NCc2ccc(Cl)cc2)CC1	18.9	-1.2	21.0	27.4	14.2	-4.5	-2.5	-0.9	3.1
COc1cccc(NC(=O)c2sc(Cl)nc2C)c1	23.5	1.6	-5.1	3.8	1.1	-0.7	-3.4	-4.4	-3.9
CC(NS(=O)(=O)c1ccccc1)C(=O)Nc1ccc2c(c1)OCCO2 (centres undefined)	10.9	-0.9	-6.9	-1.0	10.3	-6.2	2.3	0.4	1.8
Cc1ccc(/C=C/C(=O)Nc2cccc3ncccc23)o1	7.1	0.2	3.3	-6.7	1.2	-5.0	-1.4	-7.0	-30.0
COc1ccccc1CCC(=O)Nc1ccc2c(c1)CN(CCCn1cccn1)CC2	7.9	1.3	17.9	9.1	4.0	-3.1	-4.0	0.1	1.9
CC(C)(C)c1ccc(C(=O)Nc2ccc(F)cc2)s1	-181.1	7.1	16.7	41.2	11.7	3.1	5.4	-17.2	22.8
CC(OC(=O)C1CCC(=O)N1)C(=O)Nc1cc(Cl)cc(Cl)c1 (centres undefined)	26.9	-2.8	-2.1	8.9	-13.4	-0.8	-0.4	-2.7	6.7
CCn1c(=O)c2cc(C(=O)Nc3cccc(C(C)=O)c3)sc2c2ccccc21	33.4	1.2	9.4	-4.4	0.8	0.8	-0.9	-1.0	-5.7
CCCSc1nc(N)cc(=O)[nH]1	-20.0	1.9	-8.1	7.8	12.1	3.5	3.2	-11.0	2.8
CCOc1ccc2nc(N(CCCN(C)C)C(=O)c3ccc(S(=O)(=O)N4CCCC4)cc3)sc2c1	4.2	1.4	-4.5	-10.8	10.8	-3.5	-1.6	-0.8	6.3
CCOC(=O)c1c(C)[nH]c(C(=O)COC(=O)CNC(=O)c2ccc(Br)cc2)c1C	16.1	-2.0	-5.6	-0.7	5.4	-3.0	-1.9	-5.6	1.4
Cc1cc(NC(=O)CSc2nc3c(C)cccc3cc2C#N)no1	8.5	2.5	-25.7	-8.1	14.8	13.2	-0.7	-0.4	-17.9
Cc1ccc(-c2nnc3ccc(SC(C)C(=O)O)nn23)cc1 (centres undefined)	17.4	-1.2	5.0	-5.7	-6.5	-1.5	-0.3	-0.2	0.5
CC1CCc2c(sc3nc(CSc4ncn[nH]4)[nH]c(=O)c23)C1 (centres undefined)	-2.0	-1.0	8.7	14.6	15.6	-0.4	1.0	-3.8	5.7

4 entries drawn at random from the list so far, as already listed:
SMILES	Mdm2 MdmX PPI	UPR CHOP act	tim10-1 inh	tim23-1 inh	NALP3 yeast inh	XBP1 UPR activ	APJ ag	GRIN3A LBD mod	TIM10 inh
COc1ccccc1CCC(=O)Nc1ccc2c(c1)CN(CCCn1cccn1)CC2	7.9	1.3	17.9	9.1	4.0	-3.1	-4.0	0.1	1.9
CC(C)(C)c1ccc(C(=O)Nc2ccc(F)cc2)s1	-181.1	7.1	16.7	41.2	11.7	3.1	5.4	-17.2	22.8
CC(NS(=O)(=O)c1ccccc1)C(=O)Nc1ccc2c(c1)OCCO2 (centres undefined)	10.9	-0.9	-6.9	-1.0	10.3	-6.2	2.3	0.4	1.8
CCn1c(=O)c2cc(C(=O)Nc3cccc(C(C)=O)c3)sc2c2ccccc21	33.4	1.2	9.4	-4.4	0.8	0.8	-0.9	-1.0	-5.7

New compounds follow.
SMILES	Mdm2 MdmX PPI	UPR CHOP act	tim10-1 inh	tim23-1 inh	NALP3 yeast inh	XBP1 UPR activ	APJ ag	GRIN3A LBD mod	TIM10 inh
CC(C)Nc1nnc(SC(C)C(=O)Nc2ccc(N3CCOCC3)cc2)s1 (centres undefined)	13.9	0.8	0.4	1.2	8.0	0.1	7.9	-1.6	4.4
O=[N+]([O-])c1cccc(-c2ccc(/C=N/NC(=S)Nc3ccccc3)o2)c1	18.0	-2.7	23.9	5.7	32.3	8.7	-0.9	14.8*	47.5*
COc1ccc(-c2noc(CCC(=O)N3CCN(c4ccccc4C(F)(F)F)CC3)n2)cc1	3.8	-0.3	12.9	34.4	nt	-0.2	nt	-5.5	2.2
CCC(C)(C)n1nnnc1C(c1ccc2ncccc2c1)N1CCCCCC1 (centres undefined)	13.6	2.1	35.4	41.5	8.8	1.8	-1.5	0.0	42.9*
CCOC(=O)c1nc2ccccc2s1	12.9	7.1	-26.5	5.6	13.8	2.6	0.6	0.6	-7.0
CNC(=O)CSc1nnc(SCCC(=O)O)s1	4.9	0.5	9.4	19.1	9.4	-0.7	1.8	-1.5	-9.8
Cc1nn(-c2ccccc2)c2[nH]c(=O)c(CNc3ccc(N4CCOCC4)cc3)cc12	31.9	0.4	3.9	8.5	16.4	-2.9	6.1	0.9	20.0
CC(NC(=O)C(C)N1C(=O)C2C3CC(C(Br)C3Br)C2C1=O)c1ccccc1 (centres undefined)	29.2	3.7	22.3	12.4	0.9	0.6	3.7	-6.5	2.2
Cc1ccc(Oc2cnn(-c3ccccc3)c(=O)c2Br)cc1	9.1	2.1	42.1*	55.2*	10.4	0.1	-1.1	-1.2	22.6
COc1cccc(C(=O)CN2CCC(NC(=O)NC3CCCCC3)CC2)c1	17.3	-1.1	9.8	0.0	8.2	0.3	-2.2	2.4	-19.0
O=C(CNC(c1ccccc1)c1ccccc1)NCc1ccccc1Cl	-18.1	-0.2	17.4	28.3	15.5	0.5	-3.0	0.5	15.1
CC(C)Nc1nc(NC(C)(C)C)nc(Oc2ccc(=O)n(-c3ccccc3)n2)n1	17.7	-0.7	18.9	11.2	16.8	-4.1	-1.5	0.0	13.4
O=C(Nc1ccc(O)c2c(=O)cc(-c3ccccc3Cl)oc12)c1ccccc1Cl	-4.2	0.5	10.4	-18.0	14.2	-2.8	2.3	0.9	2.4
CC(C)(C)c1ccc(C(=O)NC2CCS(=O)(=O)C2)cc1 (centres undefined)	4.1	4.0	-8.2	4.0	12.0	-2.5	-0.3	0.5	-14.0
CC1CN(S(=O)(=O)c2ccc(C(=O)Nc3nnc(-c4ccccn4)o3)cc2)CC(C)O1 (centres undefined)	6.8	-1.1	9.6	1.9	1.5	-0.5	-4.2	-2.2	3.2
O=C(Cn1cnc2c(cnn2-c2ccc(F)cc2)c1=O)NCc1ccco1	48.3	-1.1	9.9	0.7	-6.5	-2.7	-2.4	0.9	-7.4
O=C1C(Cc2ccccc2)Nc2ncnc(N3CCc4ccccc4C3)c2N1Cc1ccc(Br)cc1 (centres undefined)	4.0	1.1	41.3*	40.1	13.0	2.8	-5.6	nt	22.8
C=CCn1c(SCC(N)=O)nnc1-c1cnccn1	20.5	-0.3	2.2	6.3	12.1	-3.2	-0.9	0.5	6.2
Cc1cccc(C(=O)NCc2nnc(SCC(=O)N3CCN(c4ccccc4)CC3)n2C)c1	21.2	-2.2	-19.6	-7.9	-1.0	-1.9	-3.5	-2.8	-11.0
O=C(Nc1cccc(S(=O)(=O)c2cccc(NC(=O)c3ccco3)c2)c1)c1ccco1	-1.5	-0.1	20.8	19.4	-15.4	-2.4	4.0	34.9*	20.8
Cc1c(F)cccc1NS(=O)(=O)c1ccc2c(c1)c(C)cc(=O)n2C	15.1	-1.1	6.4	1.8	1.8	2.0	-0.2	0.5	-20.3
